PP1 inh = PP1-alpha phosphatase inhibitors, primary screen, counter-screen for PP5 inhibitor project, biochemical, fluorescence, OMFP substrate, single point; purified PP1alpha; inhibition, % at 6.7 µM; Serine/threonine-protein phosphatase PP1-alpha catalytic subunit (Homo sapiens), P62136; actives 0.9% (n = 320,000);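 active means inhibition above the mean inhibition of all tested compounds plus 3 SD, computed separately for each screening campaign, cut at about 15% in these data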
Target sequence (P62136 whole entry, looked up): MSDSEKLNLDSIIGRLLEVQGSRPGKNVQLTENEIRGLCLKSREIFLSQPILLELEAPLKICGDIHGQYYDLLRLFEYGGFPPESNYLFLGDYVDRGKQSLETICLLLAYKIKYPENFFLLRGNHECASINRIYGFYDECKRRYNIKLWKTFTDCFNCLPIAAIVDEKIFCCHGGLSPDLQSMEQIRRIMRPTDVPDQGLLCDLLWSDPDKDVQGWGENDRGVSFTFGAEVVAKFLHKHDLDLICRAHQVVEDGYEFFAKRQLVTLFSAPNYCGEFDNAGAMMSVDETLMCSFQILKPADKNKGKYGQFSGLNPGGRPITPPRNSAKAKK
PREPL inh = PREPL enzyme inhibitors, primary screen, biochemical, fluorescence polarization. Prolyl endopeptidase-like (Homo sapiens), Q4J6C6. recombinant PREPL, fluorescence polarization activity-based probe. inhibition, % at 5.96 µM. actives 0.68% (n = 320,000). AID 2751, 2010; in the data active means inhibition above about 43%;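 further: 0% = enzyme with DMSO and 100% = wells lacking enzyme; many of its hits are not listed in these tables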
Efflux pump inh = inhibitors of Candida efflux pumps in yeast, primary screen, S. cerevisiae, Nile Red, multiplex. inhibition, % at 10 µM. actives 0.44% (n = 330,000). S. cerevisiae Candida pump triplex;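 active means plate passing quality check with inhibition over a set limit, or well fluorescence over plate mean plus 4 SD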;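 further: Nile Red retained in pooled yeast measured as flow cytometry median fluorescence; 0% = buffer negative control and 100% = Enniatin B positive control; higher means more Nile Red kept so more efflux inhibition; some compounds called inactive have numbers as strong as hits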
ZTA counter = blocks Epstein-Barr virus ZTA, an EBNA-1 counter-screen. inhibition, % at 11 µM. ZTA-DNA binding, fluorescence polarization. AID 2234. actives 0.15% (n = 320,000); in the data active means inhibition above about 33%
Target sequence (P03206 whole entry, looked up): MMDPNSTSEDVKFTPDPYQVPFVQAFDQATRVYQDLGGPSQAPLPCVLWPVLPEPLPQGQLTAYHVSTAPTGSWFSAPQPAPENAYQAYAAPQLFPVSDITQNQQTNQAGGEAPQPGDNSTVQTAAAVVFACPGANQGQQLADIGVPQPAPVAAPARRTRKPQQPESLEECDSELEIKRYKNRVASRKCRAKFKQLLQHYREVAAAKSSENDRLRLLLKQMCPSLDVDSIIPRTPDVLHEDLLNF
TPT1 inhibitor = Candida albicans TPT1 enzyme inhibitors, primary screen, biochemical, fluorescence polarization; recombinant caTPT1, FP RNA substrate dephosphorylation; inhibition, % at 5 µM; tRNA 2'-phosphotransferase TPT1 (Candida albicans SC5314); actives 0.81% (n = 300,000);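 active means inhibition above the mean of all tested compounds plus 3 SD, set per screening campaign, cut at about 24% in these data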;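 further: plate controls were DMSO alone for no effect and ferristatin control at 100 nM for full effect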
PP5 primary = PP5 phosphatase inhibitors, primary screen, biochemical, fluorescence | purified PP5c, OMFP substrate fluorescence | inhibition, % at 6.7 µM | actives 0.18% (n = 320,000);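 active means inhibition above the campaign's mean inhibition across all tested compounds plus 3 SD, cut at about 9.5% in these data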;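 further: 0% = DMSO only and 100% = 100 µM cantharidin control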
Target sequence (P53041 whole entry, looked up): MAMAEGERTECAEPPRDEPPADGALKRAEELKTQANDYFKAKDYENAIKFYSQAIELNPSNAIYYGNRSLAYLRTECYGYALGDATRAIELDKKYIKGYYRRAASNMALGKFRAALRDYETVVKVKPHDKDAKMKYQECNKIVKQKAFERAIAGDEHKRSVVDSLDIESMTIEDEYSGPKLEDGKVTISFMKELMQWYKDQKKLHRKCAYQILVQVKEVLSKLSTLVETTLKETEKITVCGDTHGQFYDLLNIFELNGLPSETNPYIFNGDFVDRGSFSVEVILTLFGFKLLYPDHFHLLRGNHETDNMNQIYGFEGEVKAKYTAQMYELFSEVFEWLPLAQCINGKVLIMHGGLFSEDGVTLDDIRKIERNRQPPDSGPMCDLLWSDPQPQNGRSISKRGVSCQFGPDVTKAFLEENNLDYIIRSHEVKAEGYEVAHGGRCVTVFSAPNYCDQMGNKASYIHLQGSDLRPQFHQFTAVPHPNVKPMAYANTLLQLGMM
EBNA-1 inhibitor = EBNA-1 DNA-binding inhibitors, primary screen, biochemical, fluorescence polarization. inhibition, % at 14.8 µM. actives 0.34% (n = 300,000); in the data active means inhibition above about 28%
HCV core dimer = inhibitors of HCV core protein dimerization, primary screen, biochemical, TR-FRET, high-throughput. TR-FRET GST/Flag-core106 dimerization, 1536-well. AID 1899, 2009. actives 0.33% (n = 300,000). inhibition, % at 5 µM;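 active means inhibition above the mean of all tested compounds plus 3 SD, set per screening campaign, cut at about 45% in these data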
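Assay system – GST-tagged and Flag-tagged HCV core protein residues 1-106 · Quantity – core106 proteins, GST 13.5 nM and Flag 17 nM · Benchmarks – unlabelled core106 and no-GST-core106 wells · Read-out basis – percent inhibition of core106 dimerization signal · Detection – time-resolved FRET, ex 340 nm, em 617 and 671 nm · Schedule – 4 h at 22.5 °C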
CTSL1 counter = Fasciola hepatica cathepsin L1 inhibitors, primary screen, counter-screen for PFM18AAP inhibitor project, biochemical, QFRET, fluorogenic peptide substrate; inhibition, % at 5.96 µM; actives 0.49% (n = 300,000); recombinant F. hepatica cathepsin L1, Z-Leu-Arg-MCA fluorescence; AID 1906, 2009;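 active means inhibition above the mean of all tested compounds plus 3 SD, set per screening campaign, cut at about 17% in these data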;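 further: 0% = plate median of test compound wells and 100% = 1 µM Z-Phe-Ala-diazomethylketone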
* = called active by the depositor; . = no result given. Only part of the results is shown; count on the stated rates, not on these rows.

Start of the data: the first 4 records, to show the layout:
SMILES	PP1 inh	PREPL inh	Efflux pump inh	ZTA counter	TPT1 inhibitor	PP5 primary	EBNA-1 inhibitor	HCV core dimer	CTSL1 counter
CSc1nc2nc3c(cc2c(=O)[nH]1)C(O)Oc1ccc(C)cc1-3 (stereo not drawn)	3	6	0.0	1	2	-1.7	-18	-2	-4
COc1cc(C(C)=O)ccc1OC(C)C(=O)Nc1ccc(S(=O)(=O)N2CCCC2)cc1 (stereo not drawn)	-3	5	0.0	2	.	-0.8	.	.	.
CC1(C)CC(=O)/C(=C(\O)CCCN2C(=O)c3ccccc3C2=O)C(=NCC(=O)O)C1	-1	5	0.1	-2	0	2.6	-3	-2	0
CCOC(=O)c1cc[nH]c1C	0	2	-0.1	2	1	0.7	10	4	-7

The whole of this part (from the top)
SMILES	PP1 inh	PREPL inh	Efflux pump inh	ZTA counter	TPT1 inhibitor	PP5 primary	EBNA-1 inhibitor	HCV core dimer	CTSL1 counter
CSc1nc2nc3c(cc2c(=O)[nH]1)C(O)Oc1ccc(C)cc1-3 (stereo not drawn)	3	6	0.0	1	2	-1.7	-18	-2	-4
COc1cc(C(C)=O)ccc1OC(C)C(=O)Nc1ccc(S(=O)(=O)N2CCCC2)cc1 (stereo not drawn)	-3	5	0.0	2	.	-0.8	.	.	.
CC1(C)CC(=O)/C(=C(\O)CCCN2C(=O)c3ccccc3C2=O)C(=NCC(=O)O)C1	-1	5	0.1	-2	0	2.6	-3	-2	0
CCOC(=O)c1cc[nH]c1C	0	2	-0.1	2	1	0.7	10	4	-7
C/C(=N\NC(=O)c1nnn(-c2nonc2N)c1CN1CCOCC1)c1ccc(CC(C)C)cc1	6	0	0.1	-4	-2	3.9	3	-3	2
CCOC(=O)C1CCCN(CCC(=O)Nc2c(C(=O)OC)[nH]c3cc(OC)ccc23)C1 (stereo not drawn)	-3	0	-0.1	6	-2	2.6	8	1	4
CC(=O)Nc1ccc2c(c1)ncn2-c1ccc(C)cc1	-1	-3	0.0	2	1	-1.7	0	-3	1
CC/C(=N\NC(=O)c1cc(C)nc2ccccc12)c1ccc(C)s1	3	-2	0.3	10	-1	2.8	-9	-2	-6
CCN(CCn1cccn1)C(=O)CCc1nnc(Cc2c[nH]c3ccccc23)o1	3	15	0.0	-4	-1	-6.8	-3	-14	-2
COc1ccc(/C(O)=C2/C(=O)C(=O)N(CCCC(=O)O)C2c2ccc(OC)c(OC)c2)cc1 (stereo not drawn)	-3	-6	0.1	13	-11	0.1	13	1	-2
CC(C)(C)Cc1nnc(NC(=O)c2ccco2)s1	-9	13	0.0	-13	1	-9.4	0	-1	8
COc1ccc(C(=O)NC2CCN(CC(=O)NCc3ccccc3)CC2)cc1	0	0	0.0	-1	-2	-1.6	1	-7	1
O=C(NCCCN1CCCC1=O)c1ccc(S(=O)(=O)Nc2cccc(C(F)(F)F)c2)cc1	-9	-3	0.1	-2	2	-1.7	-8	-4	1
COc1cc(S(=O)(=O)Nc2ccc3nc(C)sc3c2)ccc1NC(C)=O	-4	14	-0.2	-4	.	2.0	.	.	.
CC(C)(C)OC(=O)[C@H](Cc1ccccc1)NC(=O)c1nc[nH]c1C(=O)NC1CCN(C(=O)OC(C)(C)C)CC1	9	12	.	-11	-3	10*	14	-3	9
COc1ccc(C2CC(c3ccccc3)=NN2C(=O)CSc2ncn[nH]2)cc1 (stereo not drawn)	-2	-6	-0.2	7	1	1.3	-3	12	0
CCC(CO)Nc1ccc(-c2n[nH]c(=O)c3ccccc23)cc1[N+](=O)[O-] (stereo not drawn)	2	35	0.1	-20	-10	2.3	-21	7	5
CCc1ccc(C(=O)OCC(=O)NC2CCCC2)cc1	2	7	0.1	2	0	1.2	-7	-2	-11
CCOC(=O)C1=C(c2ccccc2)N=C2SCC(=O)N2C1c1ccc2c(c1)OCO2 (stereo not drawn)	-3	-4	0.0	0	4	2.6	-4	4	1
O=C(Cn1cnc2c(oc3ccccc32)c1=O)N1CCCc2ccccc21	-3	-12	0.0	9	0	-0.4	5	5	-1
O=C(O)CN1C(=O)/C(=C\c2cc(Br)ccc2OCc2ccc(Cl)cc2Cl)SC1=S	-3	16	0.4	1	-3	-1.8	-12	22	-4
O=C(CO/N=C/c1ccccc1OC(F)F)NCc1cccs1	0	6	0.2	-4	-5	-1.1	4	-10	1
CCOc1ccc(CN2CCCC(N3CCN(c4ccc(OC)cc4)CC3)C2)cc1 (stereo not drawn)	0	11	-0.2	15	-1	-0.3	-2	10	3
Cc1cc(C)n(-c2ccc(C(=O)Nc3cccnc3Cl)cc2)n1	0	0	-0.3	-8	-4	1.1	4	-12	-4
O=C(OCc1ccccc1)C1CCCN1C(=O)c1cccs1 (stereo not drawn)	-1	-7	-0.1	-8	-4	0.1	-3	-1	-2
CC(Oc1ccccc1)C(=O)N1CCC2(CC1)Oc1ccc(F)cc1C(=O)C21CC(c2cccnc2)=NO1 (stereo not drawn)	4	-7	0.3	-23	-1	3.3	4	-4	-1
O=C(CSc1nc(O)c(Cc2ccccc2F)c(=O)[nH]1)N1CCCCCC1	2	18	-0.1	3	5	1.3	-1	-5	0
O=C(NCc1cccs1)C1CC(=O)N(c2ccc(F)cc2)C1 (stereo not drawn)	2	4	0.0	3	-3	1.1	3	4	3
CCn1c(=NC(=O)c2ccco2)sc2cccc(F)c21	-1	-1	-0.1	13	0	0.0	3	13	3
CCn1nc(C)c(NC(=O)CC23CC4CC(CC(C4)C2)C3)c1C	0	-2	0.0	4	1	0.0	0	4	-2
O=C(OCC(=O)N1CCc2ccccc21)c1cncc(Br)c1	-2	4	0.0	-8	-3	1.8	8	5	0
CCO[C@@H]1OC(C(=O)N2CCOCC2)=C[C@H](C(C)(C)C)[C@H]1CCCO	-5	7	.	12	2	0.8	-8	-4	-3
COc1cc(C)c(NC(=O)Cc2ccsc2)cc1OC	4	17	-0.1	-16	-5	1.9	-5	-18	3
O=C(CCN1C(=O)c2ccccc2C1=O)N1CCCCCC1	6	-2	-0.2	-13	-1	2.8	-9	-4	-7
O=C(CN1C(=O)C2CC=CCC2C1=O)Nc1nc2ccccc2[nH]1 (stereo not drawn)	-1	1	0.4	6	2	1.6	0	-2	5
Cc1ccn2cc(CCNS(=O)(=O)c3ccc4c(c3)OCCO4)nc2c1	1	6	0.0	0	1	2.8	4	-10	-2
COC(Cc1ccccc1N1CCCC1=O)OC	3	-2	-0.1	-3	-2	0.5	4	-11	-2
CCN(c1ccccc1)S(=O)(=O)c1ccc(Cl)c(C(=O)NCc2ccco2)c1	-2	6	-0.2	-19	.	1.1	.	.	.
CCN(CC)S(=O)(=O)c1ccc(C(=O)NC(=S)N(CCO)Cc2ccccc2)cc1	0	-1	-0.1	0	-5	0.0	-2	10	3
O=C(C1CCN(S(=O)(=O)c2ccc(-n3cnnn3)cc2)CC1)N1CCN(c2ccccc2)CC1	0	-2	-0.1	-10	0	3.1	7	0	-3
Cc1ccc(N=Nc2ccc(O)c(/C=N\NC(=O)c3ccc(N)cc3)c2)cc1C	-2	11	-0.2	-3	4	-2.6	38*	24	2
O=C(Nc1ccc(N2CCCCC2)cc1)c1cccnc1Cl	-2	-1	0.1	1	0	-0.5	2	-2	1
CCc1nnc(NC(=O)C2CC(=O)N(CCc3ccc(F)cc3)C2)s1 (stereo not drawn)	6	4	0.0	3	0	0.7	7	1	-3
CN(CC(=O)Nc1ccccc1Br)C(=O)Cn1[nH]c(=O)c2ccccc2c1=O	-2	12	-0.1	-13	.	-2.0	.	.	.
CCOC(Cn1c(SCC(=O)Nc2cc(C)on2)nc2ccccc2c1=O)OCC	-1	-4	0.0	1	4	1.0	-6	4	-1
CCN(CC)S(=O)(=O)c1ccc(C(=O)Oc2coc(CSc3nc(C)cc(C)n3)cc2=O)cc1	-1	2	0.3	-9	0	1.4	-8	-8	-6
Cc1c(C(=O)NCC2COc3ccccc3O2)oc2ccc(S(=O)(=O)N3CC(C)CC(C)C3)cc12 (stereo not drawn)	-2	15	0.1	13	-1	-0.5	6	12	2
CCOc1ccc(Cl)cc1S(=O)(=O)N1CCN(c2ccc(C)c(C)c2)CC1	5	13	0.0	21	-4	1.0	10	0	3
c1ccc2[nH]c(NCCN3CCOCC3)nc2c1	-3	-2	-0.1	3	-5	-0.4	12	2	0
COc1ccc(CCc2nnc(CCC(=O)NCc3cnc4ccccn34)o2)cc1	-3	18	-0.1	-4	-5	3.2	15	-9	1
COc1cccc(C(=O)Nc2cc3c(cc2Cl)OCCCO3)c1	0	-10	-0.1	2	0	-0.5	6	0	3
COc1ccc(N(Cc2cc(=O)[nH]c3ccccc23)C(=O)c2ccco2)cc1	-21	6	-0.1	21	1	4.2	3	0	-2
Nc1ccc2nc3c(c(Cl)c2c1)CCCC3	-2	8	0.1	-4	0	-0.1	-3	0	-11
COc1ccc(NC(=O)c2cc([N+](=O)[O-])ccc2NC(=O)CNC2CCCCC2C)c(OC)c1 (stereo not drawn)	-1	7	0.1	15	-1	4.5	0	13	1
CCOCCCNC(=O)CC1Oc2ccc(C)cc2NC1=O (stereo not drawn)	-3	1	0.1	15	0	0.2	4	-1	-2
COC(=O)c1ccc(-c2csc(NC(=O)c3ccc(S(=O)(=O)N4CCc5ccccc5C4)cc3)n2)cc1	0	8	-0.1	16	0	-3.2	2	6	1
O=C(C1CCCC1)N1CCCC(Nc2ccccc2)C1 (stereo not drawn)	-6	6	0.0	-10	-7	-0.7	-5	-5	-4
CCOc1ccccc1-n1c(SCC(=O)N2CCOCC2)nc2ccccc2c1=O	-5	-2	-0.1	-14	3	0.8	-17	-6	-1
CCOc1ccc(C2N(c3ccc(Cl)cc3)C(=O)C3CCCN32)cc1OC (stereo not drawn)	0	-2	-0.1	-1	2	1.6	-8	-2	3
CC(=O)Nc1ccc(S(=O)(=O)NCCNS(=O)(=O)c2ccc(NC(C)=O)cc2)cc1	-1	-6	0.1	12	1	4.3	5	-5	0
Continued:
SMILES	PP1 inh	PREPL inh	Efflux pump inh	ZTA counter	TPT1 inhibitor	PP5 primary	EBNA-1 inhibitor	HCV core dimer	CTSL1 counter
O=S(=O)(c1ccccc1)N1CCC2(CC1)CO2	-4	11	0.0	-15	-5	1.6	4	-1	-5
CCN(C(=O)COC(=O)c1cc([N+](=O)[O-])ccc1N1CCOCC1)C1CCCCC1	-5	2	0.0	6	-4	-1.7	4	-1	5
COc1ccc(/C=C(/NC(=O)c2ccco2)C(=O)Nc2ccc(C(C)=O)cc2)cc1	-5	-5	0.1	-13	-3	-2.0	3	0	4
O=C(Nc1nccs1)c1cccc(N2C(=O)c3cccc4c([N+](=O)[O-])ccc(c34)C2=O)c1	1	-3	0.3	8	23	-1.8	-1	30	-3
N#Cc1ccc(OCC(=O)NN2Cc3ccccc3C2=N)cc1	3	19	-0.2	-22	-3	0.7	-13	-5	-2
Fc1ccc(NC(=S)NN=C2CCCCCC2)cc1	1	5	0.0	19	0	1.2	-2	3	-2
O=[N+]([O-])c1cc(F)c2cccnc2c1O	-3	7	0.2	-3	1	3.4	-15	-5	-5
CCOC(=O)C1CCN(Cc2cc(=O)oc3cc(C)c(Cl)cc23)CC1	-2	17	0.0	9	3	0.4	-2	9	-7
COc1ccc(C(C)NC(=O)Cc2ccc(Br)cc2)cc1 (stereo not drawn)	-2	-7	0.1	4	0	2.2	12	5	5
CCC(C)NC(=O)CSc1nc2scc(-c3ccccc3)c2c(=O)[nH]1 (stereo not drawn)	-1	-2	0.0	5	2	1.6	-7	3	2
